# Screens: PubChem, National Center for Advancing Translational Sciences (NCATS)
# HCV inh – qHTS Assay for Inhibitors of Hepatitis C Virus (HCV); Potency, µM (highest dose often 41.8 µM), for inactives: at the highest dose activity change, negative = inhibition, most hits filed as inhibitors; 340,000 compounds, 3.4% hits; AID 651820, 2012; Huh7.5.1 HCVcc-Cre infection, luciferase reporter, 44 h; also: potency is read from the fitted curve at half-maximal effect
#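 A cell-based infection assay in which seeded cells (1,000 per well) receive test compound after 4 h, are inoculated with HCVcc-Cre at approximately 0.5 moi, and are incubated 44 h before luminescence detection.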
# AMA1 RON2 block – qHTS for Inhibitors of AMA1-RON; Towards Development of Antimalarial Drug Lead: Primary Screen. 360,000 compounds, 0.2% hits. AID 720542, 2013. Plasmodium falciparum AMA1 (3D7) - RON2 peptide interaction. Potency, µM (titrated, usually from 58.2 µM), for inactives: at the highest dose activity change, negative = inhibition, actives largely listed as inhibitors. AlphaScreen AMA1-biotinylated RON2 peptide binding;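 also: potency is read from the fitted curve at half-maximal effect; 0% = vehicle wells and -100% = peptide control; nearly all actives have a fitted effect of over 45% in size; some results filed as inactive show a strong effect at the top dose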
#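 AMA1 (3D7) with his tag at 25 nM final met compounds first, then biotinylated RON2 peptide at 25 nM; detection used donor plus acceptor beads, 10 µg/mL apiece, read by AlphaScreen after 30 min at room temperature.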
# HCMV inh – qHTS Assay for inhibitors of the human cytomegalovirus (HCMV); 410,000 compounds, 4.5% hits; activity change, negative = inhibition, % at 57.5 µM; AID 1259415, 2018; HFF cells, HCMV-luciferase reporter, 72 h; hits give low values; in the data active = activity change below about -60%; inconclusive = no clear call, values can overlap the other calls; inactive = above about -39%
#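 Compounds were evaluated in HFFs infected with an HCMV luciferase reporter virus (MOI 1 PFU/cell). Luciferase in lysates collected 72 h post infection served as the replication measure.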
# AmpC detergent – qHTS Inhibitors of AmpC Beta-Lactamase (assay with detergent) | P00811 | AmpC hydrolysis of nitrocefin, absorbance 480 nm, 0.01% Triton | 370,000 compounds, 0.041% hits | Potency, µM (titrated, usually from 114 µM), for inactives: top-dose activity change, negative = inhibition, hits mostly inhibitors;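 also: potency is read from the fitted curve at half-maximal effect; 0% = no-compound wells and -100% = no-enzyme wells; nearly all actives have a fitted effect of over 25% in size; some results filed as inactive show a strong effect at the top dose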
# Target sequence (P00811 whole entry, looked up): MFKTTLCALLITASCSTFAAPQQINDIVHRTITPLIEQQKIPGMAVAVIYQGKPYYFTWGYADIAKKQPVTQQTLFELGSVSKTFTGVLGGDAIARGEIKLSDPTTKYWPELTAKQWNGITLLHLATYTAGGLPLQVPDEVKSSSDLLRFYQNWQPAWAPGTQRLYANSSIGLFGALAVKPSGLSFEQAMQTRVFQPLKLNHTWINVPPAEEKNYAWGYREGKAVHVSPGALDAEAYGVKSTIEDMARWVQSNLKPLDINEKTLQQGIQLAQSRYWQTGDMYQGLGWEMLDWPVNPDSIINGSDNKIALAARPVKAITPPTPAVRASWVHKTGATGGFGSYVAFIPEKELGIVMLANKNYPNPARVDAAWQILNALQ
#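 AmpC (5.3 nM in the dispensed reagent) in 20 mM phosphate pH 7.0 with 0.01% (detergent screen) or 0.0001% Triton X-100 was preincubated with compounds for 15 min at room temperature. Nitrocefin was then added from an 800 uM solution, and hydrolysis was followed at 480 nm.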
# Sm TGR inh – qHTS Assay for the Inhibitors of Schistosoma Mansoni Peroxiredoxins | Potency, µM (top dose mostly 114 µM), for inactives: top-dose activity change, negative = inhibition, actives largely listed as inhibitors | AID 485364, 2010 | 360,000 compounds, 3% hits | purified TGR, DTNB reduction, TNB absorbance 405 nm; also: potency is read from the fitted curve at half-maximal effect; nearly all actives have a fitted effect of over 60% in size
#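 First, TGR (20 nM dispensed) and NADPH were mixed with compound. Second, a 15 min room-temperature incubation followed. Third, further NADPH and then DTNB were added to start the reaction. Finally, TNB absorbance was monitored kinetically.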
# FBPA Giardia inh – qHTS Assay for Inhibitors of Fructose-1,6-bisphosphate Aldolase from Giardia Lamblia; purified Giardia FBPA; AID 2451, 2010; 290,000 compounds, 0.71% hits; A8B2U2; Potency, µM (highest dose often 59.6 µM), inactives show at the top dose activity, negative = inhibition, hits mostly inhibitors; also: potency is read from the fitted curve at half-maximal effect; nearly all actives have a fitted effect of over 55% in size
# Target sequence (A8B2U2 whole entry, looked up): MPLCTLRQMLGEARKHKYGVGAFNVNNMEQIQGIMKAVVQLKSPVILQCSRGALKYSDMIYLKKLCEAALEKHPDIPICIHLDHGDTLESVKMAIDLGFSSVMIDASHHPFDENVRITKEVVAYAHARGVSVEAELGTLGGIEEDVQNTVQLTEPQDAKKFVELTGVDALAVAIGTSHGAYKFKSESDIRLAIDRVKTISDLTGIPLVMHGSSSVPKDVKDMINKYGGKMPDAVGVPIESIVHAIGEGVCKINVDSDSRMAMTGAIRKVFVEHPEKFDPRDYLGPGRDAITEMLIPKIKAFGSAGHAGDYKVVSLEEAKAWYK
#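 Giardia FBPA (40 nM reagent) was preincubated 10 min at RT with compound (up to 57.5 uM final), then substrate plus GAPDH/TPI/NAD/arsenate coupling system with diaphorase/resazurin was added; resorufin fluorescence (525/598 nm) was read after 20 min.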
# * = called active by the depositor; ? = inconclusive; nt = no result given; & = joins results of further samples; [ ] = dose if it differs, or a comment. Unless noted, calls follow the shape of the dose curve; as a rule, active = well fitted curve in the direction sought with a large enough effect; inconclusive = small, poorly fitted or top-dose-only effect, or another doubt; inactive = no such curve, though single readings can be large; an effect the other way counts as inactive or inconclusive. Unless noted, % is scaled to controls: 0 for no effect and ±100 for the full control effect.
# Screens by letter – A = HCV inh; B = AMA1 RON2 block; C = HCMV inh; D = AmpC detergent; E = Sm TGR inh; F = FBPA Giardia inh
COC(=O)c1ccccc1NC(=O)C1CC(=O)N(c2ccc(C)c(C)c2)C1 (configuration not stated)
  A: -9% | B: 7% | C: -6 | D: 0% | E: 5% | F: -3%

Cc1ccc(NC(=O)CNNC(=O)c2cccc([N+](=O)[O-])c2)cc1[N+](=O)[O-]
  A: -16% | B: 22% | C: 5 | D: nt | E: nt | F: nt

Cc1ccc(N(C(=O)c2csnn2)C(C(=O)NC2CCCCC2)c2ccccn2)c(C)c1 (configuration not stated)
  A: -6% | B: 5% | C: -62* | D: -9% | E: -1% | F: -12%

O=C(Nc1c[nH]c2c(Cl)cccc2c1=O)N1CCN(c2ccccn2)CC1
  A: -16% | B: -4% | C: 0 | D: -18% | E: -20% | F: 7%

Cc1ccccc1NC(=O)CCNS(=O)(=O)c1cccc2nsnc12
  A: 15% | B: 0% | C: 17 | D: -4% | E: 9% | F: 7%

CCc1oc(C(=O)O)cc1CN(CC)CC
  A: 22% | B: -16% | C: 16 | D: ? | E: 6% | F: -10%

CN(C)S(=O)(=O)c1ccc(Cl)c(NC(=O)CN2C(=O)NC(C)(C3CC3)C2=O)c1 (configuration not stated)
  A: -1% | B: -2% | C: -9 | D: 0% | E: 7% | F: -1%

COc1ccc(NS(=O)(=O)c2cccc(C(=O)NCC3CCCO3)c2)cc1 (configuration not stated)
  A: 12% | B: 5% | C: -7 | D: -17% | E: -2% | F: nt

CC1CCCC(N2C(=O)NC(NC(=O)c3ccco3)(C(F)(F)F)C2=O)C1C (configuration not stated)
  A: 0% | B: -22% | C: 17 | D: 9% | E: -1% | F: -2%

COc1cc(OC)c(OC)cc1CNCc1ccco1
  A: 29% | B: ? | C: -31 | D: 1% | E: 3% | F: -28%

CCCN1C(=O)c2ccccc2NC1c1ccc(Cl)cc1 (configuration not stated)
  A: 9% | B: 7% | C: 42 | D: -1% | E: -10% | F: 2%

CCOc1ccc(Nc2nnc(-n3nc(C)cc3C)c3ccccc23)cc1
  A: nt | B: nt | C: 15 | D: -1% | E: 1% | F: nt

CC(=O)Nc1ccc(S(=O)(=O)N(C)c2ccc(OCC(=O)OCC(=O)N3CCCCC3)cc2)cc1
  A: 1% | B: 14% | C: -39 | D: -9% | E: -9% | F: 4%

CC(Sc1ccccc1)C(=O)NCC(c1ccco1)N1CCCCC1 (configuration not stated)
  A: ? | B: 28% | C: -38 | D: 8% | E: -8% | F: nt

COCCn1c(C)c(C)c2c(NCCc3ccccc3)ncnc21
  A: ? | B: ? | C: -99* | D: -4% | E: -13% | F: 28µM*

O=C(Nc1ccc(C(=O)OCc2cc(=O)n3nc(C4CC4)sc3n2)cc1)c1ccc(F)cc1
  A: nt | B: nt | C: 8 | D: 5% | E: -6% | F: nt

CSc1nc(N)c(C#N)c(-c2ccc(Cl)cc2)c1C#N
  A: -22% | B: -1% | C: -36 | D: ? | E: -7% | F: 1%

CCc1ccc(Nc2nn(-c3ccc(OC(F)(F)F)cc3)nc2C(C)=O)cc1
  A: nt | B: nt | C: -35 | D: 26% | E: 0% | F: nt

O=C(CSc1n[nH]c(-c2ccccc2)n1)Nc1ccccc1O
  A: nt | B: 23% | C: 23 | D: 1% | E: -7% | F: -25%

CCN(C[C@H]1N[C@@](Cc2ccccc2)(C(=O)OC)[C@H]2C(=O)N(C)C(=O)[C@@H]12)S(=O)(=O)c1ccccc1
  A: 47% | B: 10% | C: -18 | D: nt | E: nt | F: nt

CCOc1ccc(N2CC(c3nc4ccccc4n3CCC3CCCCC3)CC2=O)cc1 (configuration not stated)
  A: nt | B: nt | C: 2 | D: 6% | E: 12% | F: nt

COCCNC(=O)C(c1ccccc1C)N(CCOC)C(=O)Cn1nnc2ccccc21 (configuration not stated)
  A: 4% | B: 7% | C: -1 | D: ? | E: 2% | F: -2%

COc1ccc2c(C(=O)CN3CCC(C)CC3)c[nH]c2c1
  A: 3% | B: 26% | C: 74 | D: ? | E: -1% | F: -12%

CN(C(=O)c1cccc(NC(=O)Cc2ccc(NC(=O)C3CCN(C(=O)C4CCCC4)CC3)cc2)c1)C1CCCCC1
  A: -20% | B: -13% | C: -26 | D: nt | E: nt | F: nt

CCC(Oc1ccccc1)C(=O)Nc1nc2ccccc2[nH]1 (configuration not stated)
  A: -4% | B: 16% | C: 75 | D: -18% | E: 0% | F: -12%

# Single values from the entries so far:
# Cc1ccccc1NC(=O)CCNS(=O)(=O)c1cccc2nsnc12 in AmpC detergent reads -4%
# O=C(Nc1ccc(C(=O)OCc2cc(=O)n3nc(C4CC4)sc3n2)cc1)c1ccc(F)cc1 in HCMV inh reads 8
# CN(C(=O)c1cccc(NC(=O)Cc2ccc(NC(=O)C3CCN(C(=O)C4CCCC4)CC3)cc2)c1)C1CCCCC1 in HCV inh reads -20%

# (list continues)
# Screens by letter – A = HCV inh; B = AMA1 RON2 block; C = HCMV inh; D = AmpC detergent; E = Sm TGR inh; F = FBPA Giardia inh
COCCN(C(=O)COC(=O)Cc1ccc(Cl)cc1Cl)c1c(N)n(Cc2ccccc2)c(=O)[nH]c1=O
  A: 22% | B: 7% | C: 16 | D: -9% | E: -1% | F: nt

O=C(CSc1ccccc1)Nc1ccc(NC(=O)c2ccco2)cc1
  A: -18% | B: 2% | C: -27 | D: -7% | E: 15% | F: 1%

CN1CCC(N(C)C(=S)NC(=O)c2cc(-c3cccc(Br)c3)nc3ccccc23)CC1
  A: 2% | B: 26% | C: 5 | D: -5% | E: -28% | F: -14%

CC(Sc1nncn1C)C(=O)Nc1ccccc1-c1ccccc1 (configuration not stated)
  A: -2% | B: 19% | C: 21 | D: -7% | E: -29% | F: -4%

O=C(CNC(=O)c1ccccc1Cl)NCC(c1cccs1)N1CCOCC1 (configuration not stated)
  A: -13% | B: 75%[activator] | C: -11 | D: 0% | E: -17% | F: nt

O=C(CCNC(=O)c1ccc([N+](=O)[O-])cc1)Nc1cccc(S(=O)(=O)N2CCOCC2)c1
  A: 8% | B: 10% | C: 24 | D: -13% | E: -16% | F: nt

CCOCCCNc1nc2c([nH]1)c(=O)n(C)c(=O)n2C
  A: ? | B: 19% | C: 10 | D: 1% | E: -4% | F: -15%

CCn1cc2nc(SCc3cccc(F)c3)n(CCc3ccccc3)c(=O)c2n1
  A: nt | B: nt | C: -35 | D: 0% | E: 1% | F: nt

Cc1nc2ccccc2c(=O)n1/N=C/c1ccccc1F
  A: -5% | B: -5% | C: -29 | D: -15% | E: 4% | F: 17%

COc1ccccc1CNC(=O)Cc1ccc(OC)c(OC)c1
  A: 1% | B: -1% | C: 41 | D: -4% | E: -5% | F: 1%

CCOC(=O)c1ccc(S(=O)(=O)NCCN2CCOCC2)cc1
  A: -1% | B: -26% | C: -28 | D: -5% | E: 10% | F: -10%

Cc1cc(C(=O)COC(=O)COc2ccccc2C#N)c(C)n1CC1CCCO1 (configuration not stated)
  A: 11% | B: -6% | C: 0 | D: 4% | E: 2% | F: nt

CCOCCCNC(=O)Cn1cnc2c(cnn2-c2ccc(F)cc2)c1=O
  A: 6% | B: -3% | C: -13 | D: -10% | E: 5% | F: -2%

CCC/C(=C1/c2ccccc2C(=O)N1c1ccccc1)c1ccc2c(c1)OCO2
  A: -22% | B: -12% | C: 45 | D: 1% | E: ? | F: nt

O=C(c1cc(Sc2ccc(Cl)cc2)nc2ccccc12)N1CCN(c2ccccn2)CC1
  A: ? | B: -23% | C: -32 | D: 5% | E: -4% | F: -8%

Cc1cc(C)c2nc(N3CCCN(C(=O)c4ccco4)CC3)c(C#N)cc2c1
  A: ? | B: 6% | C: 12 | D: 4% | E: 2µM* | F: ?

Cc1ccc(NC(=O)CCC(=O)c2cccs2)c(Br)c1
  A: -5% | B: -5% | C: 15 | D: -1% | E: -17% | F: 10%

Cc1ccc2c(CN3CCN(C(=O)c4ccc(F)cc4)CC3)cc(=O)oc2c1
  A: nt | B: nt | C: 36 | D: 13% | E: -23% | F: nt

COc1ccc(OCCCn2c(C3CC(=O)N(c4ccc(F)cc4)C3)nc3ccccc32)cc1 (configuration not stated)
  A: nt | B: nt | C: -13 | D: 21% | E: 0% | F: nt

O=C(Oc1ccc2c(c1)OCO2)c1ccc(F)cc1Cl
  A: 13% | B: 6% | C: -24 | D: 5% | E: 1% | F: -4%

CCOCCCNC(=O)CCS(=O)(=O)Cc1ccc(C)cc1
  A: -13% | B: 6% | C: 59 | D: 0% | E: 15% | F: 4%

CSCCC(NC(N)=O)C(=O)Nc1ccc(F)c(Cl)c1 (configuration not stated)
  A: 19% | B: -3% | C: 22 | D: -8% | E: -9% | F: 6%

COC(=O)c1ccc(Cn2nc(C)c(Cl)c2C)o1
  A: 14% | B: -15% | C: 32 | D: 1% | E: -16% | F: 3%

COc1ccc(NC(=O)CSc2nccn2Cc2ccco2)c(OC)c1
  A: -17% | B: 3% | C: -2 | D: -5%&-8% | E: -5%&-10% | F: -8%

C/C(=N\NC(=O)c1cccc(Br)c1)c1ccc(Br)cc1
  A: ? | B: 12% | C: -27 | D: 4% | E: 18% | F: 3%

CC1Cn2c(nnc2-c2cccc(Cl)c2)S1 (configuration not stated)
  A: -11% | B: -2% | C: -4 | D: ? | E: 6% | F: 2%

Cc1cccc(NC(=S)NCCc2ccc(Cl)cc2)c1C
  A: ? | B: 73%[activator] | C: ? | D: ? | E: -5% | F: -8%

CCCOc1cccc(C(=O)N(Cc2cc(OC)c(OC)c(OC)c2)C2CCS(=O)(=O)C2)c1 (configuration not stated)
  A: nt | B: nt | C: -3 | D: -2% | E: 2% | F: nt

Cc1csc(C)[n+]1CC(=O)c1ccccc1
  A: 4% | B: -9% | C: 52 | D: -18% | E: -3% | F: 1%

CC(NC(=O)COC(=O)CNC(=O)c1ccc(-c2ccccc2)cc1)c1ccccc1 (configuration not stated)
  A: ? | B: -23% | C: -7 | D: -7% | E: -2% | F: nt

O=C(c1ccc(S(=O)(=O)N2CCOCC2)cc1)N1CCN(C2=NS(=O)(=O)c3ccccc32)CC1
  A: 3% | B: 2% | C: 11 | D: -14% | E: 34% | F: 1%

CCSc1ccc(-c2cccc([N+](=O)[O-])c2)nn1
  A: -9% | B: -23% | C: 34 | D: 0% | E: 0% | F: 8%

O=C(COC(=O)c1cc(S(=O)(=O)N2CCOCC2)ccc1F)Nc1c(Cl)cccc1C(F)(F)F
  A: 15% | B: -1% | C: 0 | D: 0% | E: -4% | F: nt

C=CCC1(O)C(=O)Nc2ccccc21 (configuration not stated)
  A: -12% | B: 2% | C: 4 | D: 3% | E: 6% | F: 4%

O=[N+]([O-])c1ccccc1Nc1ccccc1
  A: -5% | B: 10µM* | C: ? | D: 3% | E: 1% | F: 0%

COc1ccc(C)cc1NC(=O)c1c(C)oc2ncn(CC(C)C)c(=O)c12
  A: nt | B: nt | C: -14 | D: 0% | E: 11% | F: nt
